# Assay outcomes deposited in PubChem BioAssay by several laboratories.
# CSN deneddyl inh = inhibitors of CSN-mediated cullin deneddylation, primary screen, biochemical, fluorescence polarization, uHTS. COP9 signalosome complex subunit 5 (Homo sapiens), Q92905. Purified CSN, SCF-Nedd8-OG deneddylation. inhibition, % at 12.5 µM. 0.38% of 360,000 active;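 active means pattern-corrected inhibition above about 35%, with an unprinted fluorescence ratio check between 0.5 and 1.5, limit read from the data, passing the limit was not always enough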;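 further: 0% = enzyme with substrate and 100% = substrate without enzyme; some results filed as inactive read as strong as hits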
# Target sequence (Q92905 whole entry, looked up, one chain of several): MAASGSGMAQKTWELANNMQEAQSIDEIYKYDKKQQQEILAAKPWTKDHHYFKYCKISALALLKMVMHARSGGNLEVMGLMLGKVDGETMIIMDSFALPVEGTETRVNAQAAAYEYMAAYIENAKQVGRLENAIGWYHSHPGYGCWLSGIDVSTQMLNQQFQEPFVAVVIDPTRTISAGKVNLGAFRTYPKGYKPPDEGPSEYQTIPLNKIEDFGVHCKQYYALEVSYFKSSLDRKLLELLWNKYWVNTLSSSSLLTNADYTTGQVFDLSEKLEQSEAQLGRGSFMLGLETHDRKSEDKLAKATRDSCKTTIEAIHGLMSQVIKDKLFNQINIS
#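 Schedule: reaction 90 min, room temperature / Assay system: HEK293T-derived human Csn5 enzyme / Input: Csn5 at 0.24 nM final / Measure: inhibition of Csn5 cleavage, % / Control set: substrate-only high control, full reaction low control / Technique: fluorescence polarization of the substrate / Buffer or medium: Tris/NaCl/DTT buffer, pH 7.5 / Reagent: SCFSkp2-Nedd8OG substrate at 10 nM final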
# FAS-TE inh = FAS thioesterase domain inhibitors, primary screen, biochemical, fluorescence intensity, uHTS; recombinant FAS-TE, OMFH fluorogenic substrate, fluorescence endpoint; 0.67% of 360,000 active; inhibition, % at 15 µM;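 active means compounds whose normalised, plate-corrected inhibition of enzyme fluorescence in the single-dose primary screen is 50% or more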;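 further: 0% = DMSO with enzyme and 100% = substrate without enzyme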
# bovine MsrA act = bovine MsrA enzyme activators, primary screen, biochemical, absorbance, HTS. 0.3% of 360,000 active. activation, % at 10.6 µM. AID 602163, 2012. purified bovine MsrA, absorbance read-out. Methionine sulfoxide reductase A (Bos taurus); in the data active means activation above about 7.5%;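 further: 0% = vehicle and 100% = reference activator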
# Neddylation inh = inhibitors of cullin neddylation, primary screen, biochemical, TR-FRET, uHTS, NAE and Ubc12 | AID 651699, 2012 | NEDD8-conjugating enzyme Ubc12 (Homo sapiens) + NEDD8-activating enzyme E1 regulatory … | 0.58% of 360,000 active | calls only at 25 µM; in the data active means inhibition above about 36%
# MsrA inh = bovine MsrA enzyme inhibitors, primary screen, biochemical, absorbance, HTS; purified bovine MsrA, absorbance read-out; inhibition, % at 15.5 µM; 0.75% of 360,000 active; AID 651718, 2012; in the data active means inhibition above about 4.5%;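 further: 0% = vehicle wells with enzyme and 100% = reference inhibitor wells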
# Rin1-Abl PPI inh = inhibitors of Rin1-Abl protein binding, primary screen, biochemical, TR-FRET; Tyrosine-protein kinase ABL1 (Homo sapiens) + Ras and Rab interactor 1 (Homo sapiens), …; inhibition, % at 7.35 µM; AID 588664, 2011; 0.4% of 360,000 active; in the data active means inhibition above about 5%, passing the limit was not always enough
# PABP1 MLLE inh = inhibitors of PABP1 MLLE–PAM2 peptide binding, primary screen, biochemical, fluorescence polarization, FITC-PAM2, GST-MLLE | inhibition, % at 20 µM | Polyadenylate-binding protein 1 (Homo sapiens), P11940 | 0.36% of 360,000 active; in the data active means inhibition above about 35%, passing the limit was not always enough;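 further: plate controls were DMSO wells with GST-MLLE for no effect and wells lacking GST-MLLE protein for full effect; some results filed as inactive read as strong as hits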
# Target sequence (P11940 whole entry, looked up): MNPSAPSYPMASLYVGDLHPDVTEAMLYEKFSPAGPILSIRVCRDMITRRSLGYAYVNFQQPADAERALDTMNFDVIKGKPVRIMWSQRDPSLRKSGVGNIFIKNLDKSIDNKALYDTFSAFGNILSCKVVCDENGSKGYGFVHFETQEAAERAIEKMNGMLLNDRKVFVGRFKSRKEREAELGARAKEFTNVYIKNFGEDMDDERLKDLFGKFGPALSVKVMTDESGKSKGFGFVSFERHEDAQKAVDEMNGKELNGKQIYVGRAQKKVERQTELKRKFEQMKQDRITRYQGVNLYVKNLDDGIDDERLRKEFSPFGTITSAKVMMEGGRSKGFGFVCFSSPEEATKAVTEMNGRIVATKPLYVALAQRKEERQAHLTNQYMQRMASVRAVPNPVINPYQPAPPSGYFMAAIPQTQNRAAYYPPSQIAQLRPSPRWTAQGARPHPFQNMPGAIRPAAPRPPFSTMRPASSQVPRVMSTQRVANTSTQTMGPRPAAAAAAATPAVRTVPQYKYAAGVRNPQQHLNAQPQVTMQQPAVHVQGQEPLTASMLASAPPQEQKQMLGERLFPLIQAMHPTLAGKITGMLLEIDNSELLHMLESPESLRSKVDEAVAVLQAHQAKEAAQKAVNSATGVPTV
# TbMetRS inhib = T. brucei MetRS inhibitors, primary screen, biochemical, luminescence | 0.4% of 360,000 active | inhibition, % at 11.9 µM | AID 624268, 2012 | purified T. brucei MetRS, ATP depletion, Kinase-Glo luminescence;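 active means inhibition above a per-plate cutoff of the control wells' mean inhibition plus 3 SD, cut at about 5.5% in these data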;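 further: 0% = DMSO wells median and 100% = median of wells with control inhibitor compound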
#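 Dosing: 11.9 µM compound single dose, 0.9% DMSO; Assay system: purified T. brucei MetRS enzyme; Measured by: Kinase-Glo luciferase luminescence reporting remaining unconsumed ATP; Schedule: 15 min plus 2 h at 25 °C.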
# eLon inh = inhibitors of E. coli Lon protease, primary screen, biochemical, fluorescence polarization. inhibition, % at 7.94 µM. P0A9M0. 0.42% of 360,000 active. purified E. coli Lon protease. AID 602123, 2011; in the data active means inhibition above about 13%, passing the limit was not always enough;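 further: 0% = enzyme with probe and DMSO and 100% = no enzyme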
# * marks the source's active call; other numbers are inactive results; i = inactive; nt = not tested or not shown; & = joins results of further samples.
SMILES,CSN deneddyl inh,FAS-TE inh,bovine MsrA act,Neddylation inh,MsrA inh,Rin1-Abl PPI inh,PABP1 MLLE inh,TbMetRS inhib,eLon inh
O=C(COC(=O)c1cc(-c2cccs2)nn1-c1ccccc1)Nc1ccc(F)c([N+](=O)[O-])c1,1,42,-9,i,-0.5,-3,8,-1.5,2
COc1cc(NC(=S)NC(=O)CC(C)C)ccc1NC(=O)c1cc2ccccc2o1,-13,-3,-2,nt,-0.6,-3,21,-0.2,-8
COc1ccccc1C(=O)Nc1ccnn1C1CCN(Cc2csc(C(C)=O)c2)CC1,0,-3,-5,i,-0.1,-2,5,0.1,5
COc1ccccc1OCCn1c(CO)nc2ccccc21,1,-8,2,i,-0.3,1,-8,0.5,0
Cc1cc(NC(=O)CSc2nc3cc(Cl)ccc3c(=O)n2C(C)C)no1,3,-2,-3,i,0.0,-1,-10,-0.4,-8
Cc1cccc(-c2nnc(NC(=O)c3ccco3)s2)c1,-8,-2,-4,i,4.8*,3,9,-0.4,2
COc1ccccc1NC(=S)N(Cc1ccc(C(=O)O)cc1)Cc1ccc(OC)c(OC)c1,2,-6,-2,i,0.1,0,-8,-0.5,4
C/C(Cn1nnc2ccccc21)=N\OC(=O)c1cc(F)c(F)cc1Cl,-2,0,-10,i,1.3,6,14,0.0,-8
CNS(=O)(=O)c1cccc(C(=O)OCC(=O)c2ccc(S(=O)(=O)N3CCCCC3)cc2)c1,-2,6,-5,i,-0.1,1,-2,-0.6,-5
CCOc1ccccc1NC(=S)NCCCn1ccnc1,0,-8,-3,i,-1.1,-1,6,-0.6,-3
CCNC(=O)CSc1nc2ccccc2c(=O)n1-c1cc(OC)ccc1OC,1,-6,0,i,-1.0,1,-11,-0.8,-3
CCOC(=O)c1ccc(N2C(=O)C(C)=C(C)C2=O)cc1,-8,4,0,i,0.5,0,-10,0.0,-4
C/C(=N/NC(=O)c1ccccc1O)c1ccc(N2C(=O)C3CCCCC3C2=O)cc1 (stereo not drawn),5,-6,-1,i,1.4,1,4,0.8,-1
COc1ccc(-c2cnc3c(NC(C)=O)cc(-c4ccccc4CN(C)C)cn23)cc1OC,-4,-5,-8,nt,0.8,3,-25,-0.4,-14
CC(C)[C@H](NC(=O)c1ccco1)C(=O)OCC(=O)Nc1cccc(F)c1,2,-1,-3,i,-0.4,1,8,-0.4,3
COc1cccc(-c2nn(C)c3sc(C(=O)NCc4ccc(C)o4)cc23)c1,3,14,-4,i,0.4,1,-34,0.1,14
COc1ccccc1NC(=O)c1ccc(NC(=O)COC(=O)C2(C)CC2(Cl)Cl)cc1 (stereo not drawn),4,22,-1,i,-0.8,3,18,0.4,-6
COc1ccc2nc(/N=C(\N)NC(=O)Nc3ccccc3)nc(C)c2c1,-3,5,3,i,0.1,-1,-2,-0.4,-11
Cc1ccc(-c2n[nH]c(=O)c3ccccc23)cc1S(=O)(=O)NCCN1CCOCC1,3,-6,-2,i,1.8,1,2,0.3,0
COc1ccc(NC(=O)COC(=O)[C@@H]2CCCN2C(=O)c2cccs2)c(OC)c1,-3,-3,-2,i,-0.5,-6,2,-0.4,-11
Cc1ccccc1N1CCN(C2CCCN(C(=O)CCC(F)(F)F)C2)CC1 (stereo not drawn),1,-2,-3,i,-0.7,1,14,-0.6,-6
CN(C)c1ccc(P(=O)(OC2CCCCC2)C(O)c2ccncc2)cc1 (stereo not drawn),-1,-7,-3,i,1.1,-2,5,0.2,2
CCNS(=O)(=O)c1ccc(C(=O)OCc2cc(=O)oc3cc(OC)ccc23)cc1,8,-5,0,i,1.2,0,-17,0.1,-5
CCCNc1cc(C)oc(=O)c1C(=O)CCC,1,0,-2,i,0.4,0,8,0.1,5
CCOC(=O)c1ccc(NC(=O)CNC(=O)C23CC4CC(CC(C4)C2)C3)cc1,1,-4,-10,i,-0.4,6,9,-1.2,-2
CCOc1cc(/C=N\NC(=O)c2c(C)nc3ccccn23)ccc1O,-2,-4,-6,i,5.6*,1,5,-0.5,-5
COc1ccccc1NC(=O)NC(=O)N(C(C)C)S(C)(=O)=O,-1,0,0,i,0.6,2,-6,0.5,3
O=C(Nc1ccc(Cl)cc1Cl)c1ccc2c(=O)n3c(nc2c1)CCC3,2,1,-5,i,1.2,3,-10,-0.1,6
Cc1cc(N2C(=O)C(=O)/C(=C(/O)c3ccccc3)C2c2cccs2)no1 (stereo not drawn),3,-6,-5,i,1.3,2,7,0.3,-8
COc1cc(NC(=O)c2cncc(-c3ccc(C#N)cc3)c2)cc(C(=O)Nc2cccc(C(F)(F)F)c2)c1,1&6,-1&-2,0&-1,i,1.5&0.8,-1&0,5&17,-1.1&-0.1,-5&-5
COc1ccc(CCNC(=O)C(CCC(N)=O)NS(=O)(=O)c2ccc(Cl)cc2)cc1OC (stereo not drawn),4,-5,-9,i,-0.2,2,-10,-1.7,-6
O=C(C1CCCN(Cc2ccccc2F)C1)N1CCCC1 (stereo not drawn),1,-2,0,i,-1.6,1,3,0.5,-10
CCCCC(=O)Nc1ccc(C(=O)Nc2cc(C(F)(F)F)ccc2Cl)cc1,-4,-6,-1,i,-0.8,-1,-12,-0.9,7
Cc1ccccc1-c1cc(C(=O)NCc2cccc(C(F)(F)F)c2)nn1CC1CC(c2cccc([N+](=O)[O-])c2)=NO1 (stereo not drawn),3,23,0,i,0.5,2,12,0.7,5
COc1ccc(C2=NOC(C(=O)Nc3cccnc3)C2)cc1 (stereo not drawn),2,-7,-10,i,0.6,0,6,-1.6,-5
CCc1nn(C(CC)C(=O)NCCCN2CC(C)CC(C)C2)c(=O)c2cc3oc(C)cc3n12 (stereo not drawn),3,-1,-13,i,-0.3,-1,2,-0.9,2
CC(C)Cn1c(=O)c2ccccc2c2ccccc2c1=O,-4,24,-2,i,0.5,1,-5,0.2,4
CCCCCCCC1=NN(c2ccc(S(=O)(=O)O)cc2)C(=O)C1N=O (stereo not drawn),3,-18,-2,i,-0.3,-2,2,-0.1,6
CCN(CC)Cc1c(C(=O)OC)nnn1-c1nonc1N,-1,-7,-13,i,0.6,-3,-3,-0.3,-11
Cc1cc(C)n2c(NC3CCCCC3)c(-c3ccccn3)nc2n1,3,-5,-3,i,0.9,nt,nt,-1.1,1
Nc1nc2ccccc2n1C(=O)c1cccs1,-13,-3,-4,i,3.0,2,10,0.0,-6
O=C1Nc2ccccc2-c2nnnn2C1N1CCCC1 (stereo not drawn),-2,nt,nt,i,-0.9,nt,nt,-0.4,nt
CCOC(=O)CCNC(=O)Nc1ccc2nc(C)n(Cc3ccccc3Cl)c(=O)c2c1,5,0,-3,i,-1.0,1,-15,-1.2,-13
Cc1ccc(S(=O)(=O)CCC(=O)Nc2cc(C)on2)cc1,1,-6,-7,i,0.8,1,-3,0.4,1
COc1cc2cc(Oc3ccc4ccc(=O)oc4c3)c(=O)oc2cc1O[C@@H]1O[C@H](CO)[C@@H](O)[C@H](O)[C@H]1O,38*,-1,-4,i,1.1,1,5,-0.1,-7
Cc1ccccc1NC(=O)CN1C(=O)COc2ccc(Cl)cc21,0,4,1,i,-0.5,0,2,0.7,-4
CC(C)C[C@H](NC(=O)c1nc[nH]c1C(=O)NC1CCN(C(=O)OC(C)(C)C)CC1)C(=O)OCc1ccccc1,-5,58*,1,i,-0.4,-1,-2,-0.3,7
C/C(=N\NC(=O)c1ccccc1)c1ccc(N2CCCCC2)cc1,1,-8,-3,i,4.0,-4,-5,-0.8,12
CCOc1ccc(CSC(=N)N)cc1[N+](=O)[O-],-2,-22,-6,i,0.4,2,-22,-0.3,-4
CCC(OC(=O)c1nsc(Cl)c1Cl)C(=O)NCC1CCCO1 (stereo not drawn),-1,-4,-2,i,0.1,1,-9,0.8,-2

# 13 entries out of the list, ordered by molar mass, falling.
SMILES,CSN deneddyl inh,FAS-TE inh,bovine MsrA act,Neddylation inh,MsrA inh,Rin1-Abl PPI inh,PABP1 MLLE inh,TbMetRS inhib,eLon inh
CC(C)C[C@H](NC(=O)c1nc[nH]c1C(=O)NC1CCN(C(=O)OC(C)(C)C)CC1)C(=O)OCc1ccccc1,-5,58*,1,i,-0.4,-1,-2,-0.3,7
COc1cc2cc(Oc3ccc4ccc(=O)oc4c3)c(=O)oc2cc1O[C@@H]1O[C@H](CO)[C@@H](O)[C@H](O)[C@H]1O,38*,-1,-4,i,1.1,1,5,-0.1,-7
CCc1nn(C(CC)C(=O)NCCCN2CC(C)CC(C)C2)c(=O)c2cc3oc(C)cc3n12 (stereo not drawn),3,-1,-13,i,-0.3,-1,2,-0.9,2
CCOC(=O)CCNC(=O)Nc1ccc2nc(C)n(Cc3ccccc3Cl)c(=O)c2c1,5,0,-3,i,-1.0,1,-15,-1.2,-13
CCC(OC(=O)c1nsc(Cl)c1Cl)C(=O)NCC1CCCO1 (stereo not drawn),-1,-4,-2,i,0.1,1,-9,0.8,-2
Cc1ccccc1NC(=O)CN1C(=O)COc2ccc(Cl)cc21,0,4,1,i,-0.5,0,2,0.7,-4
Cc1cc(C)n2c(NC3CCCCC3)c(-c3ccccn3)nc2n1,3,-5,-3,i,0.9,nt,nt,-1.1,1
Cc1ccc(S(=O)(=O)CCC(=O)Nc2cc(C)on2)cc1,1,-6,-7,i,0.8,1,-3,0.4,1
COc1ccc(C2=NOC(C(=O)Nc3cccnc3)C2)cc1 (stereo not drawn),2,-7,-10,i,0.6,0,6,-1.6,-5
CCN(CC)Cc1c(C(=O)OC)nnn1-c1nonc1N,-1,-7,-13,i,0.6,-3,-3,-0.3,-11
CC(C)Cn1c(=O)c2ccccc2c2ccccc2c1=O,-4,24,-2,i,0.5,1,-5,0.2,4
O=C1Nc2ccccc2-c2nnnn2C1N1CCCC1 (stereo not drawn),-2,nt,nt,i,-0.9,nt,nt,-0.4,nt
Nc1nc2ccccc2n1C(=O)c1cccs1,-13,-3,-4,i,3.0,2,10,0.0,-6

# New compounds follow.
SMILES,CSN deneddyl inh,FAS-TE inh,bovine MsrA act,Neddylation inh,MsrA inh,Rin1-Abl PPI inh,PABP1 MLLE inh,TbMetRS inhib,eLon inh
COC(=O)c1ccccc1NC(=S)N1CCC(N2CCCCC2)CC1,2,-5,-6,i,1.6,1,7,-0.7,9
COc1ccc(C2c3[nH]c4ccccc4c3C[C@H]3C(=O)N(c4ccccc4C(=O)NCCN4CCOCC4)C(=O)N23)cc1 (stereo partly drawn),-2,0,-3,i,-1.1,5,-11,-0.9,0
O=C(NCCS(=O)(=O)NCc1cccs1)c1ccccc1,-2,-5,-2,i,0.0,-5,0,0.3,5
O=C(CN1CCOc2ccccc21)N1CCC(Cc2ccccc2)CC1,0,3,-6,i,0.0,-5,1,-0.5,4
Cc1c(OC(C)C(=O)NCCCN2CCOCC2)ccc2c3c(c(=O)oc12)CCC3 (stereo not drawn),-2,-4,-4,i,2.2,0,1,-0.1,-10
